From PubChem BioAssay
CHOP UPR activ = activators of apoptotic CHOP UPR arm, primary screen, cell-based, CHO-CHOP luciferase reporter, luminescence, uHTS; UPR activation; percent of tunicamycin response over DMSO baseline; activation, % at 10 µM; 0.34% of 330,000 active; AID 449763, 2010;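 active means at 10 µM dose, activation of 40% or more, normalized to positive control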;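 further: 100% = tunicamycin at 10 µg/mL and 0% = DMSO alone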
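System: CHO-CHOP luciferase reporter cell line; amount: 500 cells/well; buffer or medium: F12 medium containing 10% fetal bovine serum; incubation: 6 h compound exposure at 37 °C after overnight seeding; measured by: luciferase luminescence after 10 min with Steady-Glo reagent; evaluation: % reporter activation, DMSO baseline versus tunicamycin full activation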
NR3A LBD binder = binders of NR3A ligand-binding domain, primary screen, biophysical, differential scanning fluorimetry, uHTS. Tm shift relative to glycine control, % at 25 µM. 2.5% of 340,000 active. NR3A LBD differential scanning fluorimetry, Tm shift; 0% = protein alone, 100% = glycine-bound protein;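 active means melting temperature shift of at least 10% of the positive control shift, at one fixed dose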
UPR XBP1 act = activators of adaptive XBP1 UPR arm, primary screen, cell-based, CHO-XBP1 luciferase reporter, luminescence, uHTS; IRE1-XBP1 UPR activation; percent of tunicamycin response, DMSO as zero; activation, % at 20 µM; 0.33% of 330,000 active; AID 463104, 2010;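 active means versus positive control, 20 µM dose yields 30% or more activation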;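 further: 100% = tunicamycin at 10 µg/mL and 0% = DMSO only wells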
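assay system = CHO-XBP1 luciferase reporter cells | amount = 1000 cells/well | buffer or medium = F12 plus 10% FBS | compound dosing = single point, 20 µM final compound, 1% DMSO | incubation = 16-18 h cell attachment at 37 °C, then 6 h compound exposure | detection = Steady-Glo luminescence read | controls = tunicamycin 10 µg/mL and vehicle-only wells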
NLRP3 yeast inh = NALP3 inflammasome inhibitors in reconstituted yeast, primary screen, luminescence, uHTS; Yeast reconstituted NLRP3/ASC/caspase-1, beta-gal luminescence, 24 h; inhibition, % at 10 µM; 0.39% of 330,000 active;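 active means inhibition of 50% or more; inactive means inhibition below 50%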;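 further: plate controls were induced DMSO wells for no effect and uninduced yeast grown without galactose for full effect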
TIM10 inh = growth inhibitors of isogenic TIM10 control yeast, primary screen, counter-screen for tim10-1 yeast inhibitor project, luminescence, uHTS | S. cerevisiae TIM10 strain growth, BacTiter-Glo luminescence, 24 h | inhibition, % at 10 µM | 1.4% of 330,000 active;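 active means inhibition of 40% or more at the single tested concentration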;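 further: wild-type TIM10 isogenic control strain grown at permissive 25 °C; 0% = DMSO yeast wells and 100% = minimal medium wells without yeast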
tim10-1 inh = growth inhibitors of tim10-1 mutant yeast, primary screen, luminescence, uHTS | inhibition, % at 20 µM | S. cerevisiae tim10-1 ts strain growth, BacTiter-Glo, 24 h | 2.2% of 330,000 active;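 active means inhibition of at least 40%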;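 further: mutant grown at 25 °C; 0% = DMSO wells with yeast and 100% = wells holding no yeast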
Mdm2 MdmX PPI = inhibitors of human Mdm2-MdmX association, primary screen, cell-based, luminescence, split luciferase, SaOS-2, uHTS; inhibition, % at 8 µM; AID 485346, 2010; Protein Mdm4 (Homo sapiens) + E3 ubiquitin-protein ligase Mdm2 (Homo sapiens), …; SaOS-2 split-luciferase Mdm2/MdmX complementation; 3% of 330,000 active;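 active means inhibition of at least 50% at 8 µM in the primary screen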
APJ agonist = agonists of human apelin receptor APJ, primary screen, CHO-K1 cells, PathHunter beta-arrestin, luminescence. AID 2520, 2010. 0.11% of 330,000 active. P35414. 0% DMSO wells, 100% apelin. activation, % at 20 µM;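 active means activation more than six SD over the plate average, tested at 20 µM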;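 further: 0% = DMSO alone and 100% = apelin-13 at 10 nM; some results filed as inactive read as strong as hits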
Target sequence (P35414 whole entry, looked up): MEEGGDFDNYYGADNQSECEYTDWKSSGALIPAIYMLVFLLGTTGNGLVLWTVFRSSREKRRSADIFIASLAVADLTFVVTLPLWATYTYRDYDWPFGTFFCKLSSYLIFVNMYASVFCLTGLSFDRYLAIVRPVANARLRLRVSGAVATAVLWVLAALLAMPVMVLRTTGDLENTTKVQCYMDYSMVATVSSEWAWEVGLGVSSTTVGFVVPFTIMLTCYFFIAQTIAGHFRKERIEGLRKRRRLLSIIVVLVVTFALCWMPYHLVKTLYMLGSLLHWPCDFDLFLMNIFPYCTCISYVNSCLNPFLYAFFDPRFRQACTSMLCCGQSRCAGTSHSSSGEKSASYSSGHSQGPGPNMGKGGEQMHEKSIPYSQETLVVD
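Assay system – PathHunter CHO-K1 APJ (AGTRL-1) beta-arrestin reporter cells · Compound – one dose, 20 µM compound, 1% DMSO · Timing – compound 90 min 25 °C, reagent 1 h · Measured by – luminescence from split beta-galactosidase complementation, Galacton Star/Emerald II substrate · Measure – beta-arrestin recruitment to APJ as agonist activity, luminescent signal · Benchmarks – DMSO vs Apelin-13 10 nM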
tim23-1 inh = growth inhibitors of tim23-1 mutant yeast, primary screen, luminescence, uHTS; inhibition, % at 20 µM; S. cerevisiae tim23-1 growth, BacTiter-Glo luminescence, 24 h; 1.3% of 330,000 active;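 active means growth inhibition of the mutant yeast at or above 50%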;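 further: temperature-sensitive mutant grown at 25 °C; plate controls were DMSO-treated mutant yeast for no effect and medium wells lacking yeast for full effect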
* = called active by the depositor; x = not tested or not shown.

SMILES	CHOP UPR activ	NR3A LBD binder	UPR XBP1 act	NLRP3 yeast inh	TIM10 inh	tim10-1 inh	Mdm2 MdmX PPI	APJ agonist	tim23-1 inh
CCCCN1C(=O)N(C)C2C1N(C)C(=O)N2CCCC (centres undefined)	-0.7	2	1	15	2	0	-7	4	-8
COc1ccc(CCN(C)c2ncnc3sccc23)cc1OC	0.8	2	-2	35	9	3	30	-1	19
COc1cc2[nH]c(=S)nc(NCc3ccc(Cl)cc3)c2cc1OC	2.3	35*	1	19	-2	6	29	-4	-2
COc1ccccc1C(=O)Nc1cccc(C(=O)N2CCOCC2)c1	-0.9	-1	3	12	-2	3	21	3	-6
O=C(c1ccc(F)cc1)[C@@H]1[C@@H](C(=O)c2ccccc2)[C@@]2(C(=O)Nc3ccccc32)[C@H]2c3ccccc3C=CN12	0.0	x	2	5	30	27	21	-1	25
COc1ccc(OC)c(-c2nc(C(N)=O)c3[nH]c(=O)n(-c4ccc(F)cc4)c3n2)c1	0.5	-1	1	9	-5	-3	23	-3	-11
O=C(O)/C=C\C(=O)Nc1ccccc1C(=O)NC1CCCCC1	-1.0	-2	-3	7	-2	-12	-5	-1	-1
COc1ccccc1C(=O)NCCSCc1c(F)cccc1Cl	2.1	2	2	27	27	35	14	2	42
Cc1ccc(C(=O)Nc2nc(-c3ccccn3)cs2)o1	2.5	8	-2	-7	2	21	74*	-1	-14
O=C(NC1CCCC1)C1CCN(c2nccs2)CC1	-1.0	-5	1	12	-2	-11	6	6	8
O=C(c1ccccc1)C1CCN(C(=O)c2ccc(Cl)cc2)CC1	0.7	-1	-1	16	-12	16	20	-3	19
COc1cccc(-n2nc(C(=O)NCC3CCCO3)c3ccccc3c2=O)c1 (centres undefined)	-0.3	0	-6	20	7	10	21	-2	12
NC(=O)c1ccc(NC(=O)CSc2nnc(-c3ccccn3)n2N)cc1	1.4	1	-4	10	-3	-6	16	-1	-12
[O-]C1=N/[N+](=C/c2ccc(Cl)c(Cl)c2)CC1	1.3	0	-3	7	3	3	16	-4	-12
CC(C)NS(=O)(=O)c1ccc2c(c1)oc(=O)n2C	-0.4	0	2	3	-4	6	-18	-2	7
COc1ccc(S(=O)(=O)N2CCOC2CNC(=O)C(=O)NCc2ccccn2)cc1C (centres undefined)	1.3	-1	3	8	1	7	21	6	12
CN(C(=O)c1ccc2ccccc2c1)c1ccccn1	2.5	0	-1	-8	2	8	-1	1	8
COc1ccc(N=N/C(C(C)=O)=C(/C)O)cc1	8.0	-1	3	22	1	8	-10	7	-2
Cc1ccccc1OCC(=O)Nc1ccccc1C(=O)NC1CC1	1.8	0	-4	25	-6	10	16	4	10
Cc1ccccc1N(C(=O)c1snc(C(N)=O)c1N)C(C)C(=O)NC1CCCCC1 (centres undefined)	-0.3	-2	-2	15	6	13	-18	-4	24

Filtered by structure: those above with four or more nitrogen atoms.
SMILES	CHOP UPR activ	NR3A LBD binder	UPR XBP1 act	NLRP3 yeast inh	TIM10 inh	tim10-1 inh	Mdm2 MdmX PPI	APJ agonist	tim23-1 inh
CCCCN1C(=O)N(C)C2C1N(C)C(=O)N2CCCC (centres undefined)	-0.7	2	1	15	2	0	-7	4	-8
COc1ccc(OC)c(-c2nc(C(N)=O)c3[nH]c(=O)n(-c4ccc(F)cc4)c3n2)c1	0.5	-1	1	9	-5	-3	23	-3	-11
NC(=O)c1ccc(NC(=O)CSc2nnc(-c3ccccn3)n2N)cc1	1.4	1	-4	10	-3	-6	16	-1	-12
COc1ccc(S(=O)(=O)N2CCOC2CNC(=O)C(=O)NCc2ccccn2)cc1C (centres undefined)	1.3	-1	3	8	1	7	21	6	12
Cc1ccccc1N(C(=O)c1snc(C(N)=O)c1N)C(C)C(=O)NC1CCCCC1 (centres undefined)	-0.3	-2	-2	15	6	13	-18	-4	24

Continuation.
SMILES	CHOP UPR activ	NR3A LBD binder	UPR XBP1 act	NLRP3 yeast inh	TIM10 inh	tim10-1 inh	Mdm2 MdmX PPI	APJ agonist	tim23-1 inh
CCCCN(C(=O)c1cc(=O)[nH]c2ccccc12)c1c(N)n(CCCC)c(=O)[nH]c1=O	-1.1	-6	-5	5	-3	-7	20	-7	4
CCCn1nnnc1NCc1ccc(OC)cc1	-0.7	-1	-7	3	-3	-6	14	-4	2
O=C(c1cccc(F)c1)N1CCN(C2CCCCC2)CC1	2.0	0	-4	1	-15	-6	8	-1	-12
CC(=O)c1ccc(N2CCN(CC(O)COC(c3ccccc3)c3ccccc3)CC2)cc1 (centres undefined)	1.1	-2	0	11	10	-10	-6	1	10
Cc1ccc(C(=O)NC(Cc2ccc(C(C)(C)C)cc2)C(=O)O)cc1 (centres undefined)	-0.6	1	1	x	0	4	5	x	24
OCC1(CCOc2ccccc2)CCN(Cc2ccc3cccc(F)c3n2)CC1	-1.0	2	-1	15	17	5	19	0	-14
COc1ccc(CN(C(=O)c2cccs2)C(C(=O)NC2CCCCC2)c2ccc3ncccc3c2)cc1 (centres undefined)	-1.5	1	-1	16	21	11	-23	8	31
CC(C)C(=O)Nc1cccc(C(=O)NCc2ccc(S(N)(=O)=O)cc2)c1	-2.3	-1	-1	4	3	7	22	-3	-13
Cn1c(C(=O)NCc2cccnc2)cc2sc(Cl)cc21	1.0	-1	3	12	-7	-11	1	-6	-27
Cc1ccc(/C=C2\SC(=S)N(C(Cc3ccccc3)C(=O)O)C2=O)cc1 (centres undefined)	3.1	24*	0	-15	14	19	22	-2	14
COc1ccc(NC(=O)CSc2nnc(-c3ccccc3)n2Cc2ccco2)c(OC)c1	0.4	-3	-5	-1	-48	-5	30	-5	17
CC(OC(=O)c1ccc2c(c1)S(=O)(=O)c1ccccc1C2=O)C(N)=O (centres undefined)	0.9	-2	5	4	12	19	9	6	13
CCCNC(=O)/C(C#N)=C1\N=C(NC(=O)c2ccco2)c2ccccc21	4.5	2	1	15	28	10	40	7	28
Cc1ccccc1NC(=O)Cc1nc(COC(=O)CSc2ccccc2)cs1	0.0	-7	-1	21	12	21	13	-4	24
CC(=O)Nc1ccc(C(=O)NCC(=O)OCc2ccccc2F)cc1	2.2	-1	0	-13	-5	18	3	-1	14
Cc1ccc(OCC(=O)NCCCNC(=O)c2ccco2)cc1	0.6	-2	-6	15	4	9	-26	5	20
Cc1noc(C)c1S(=O)(=O)Nc1ccc2c(c1)C(=O)N([C@H](C)CO)C[C@H](C)[C@@H](CN(C)C(=O)Nc1ccc(C(F)(F)F)cc1)O2	0.7	-4	0	16	-2	8	-4	-1	15
CCC(=O)N1CCC2(CC1)Oc1ccc(F)cc1C(=O)C21CC(c2cccnc2)=NO1 (centres undefined)	0.9	-2	-1	5	14	-4	20	-2	6
O=C(CCNc1cccc(F)c1)c1cc2ccccc2o1	2.3	3	-1	22	28	26	-14	-5	16
CCC(C)NC(=O)c1cnn2c1NC(c1ccc3c(c1)OCO3)CC2C(F)(F)F (centres undefined)	0.1	3	-1	13	20	32	-2	-3	15
CC(=O)Nc1ccc(CN2CCN(CC=C(C)C)C(CCO)C2)cc1 (centres undefined)	-1.5	0	-1	-5	0	1	27	1	0
Cc1nc(N)nc(Nc2ccc(Cl)cc2)c1Br	1.1	0	2	36	17	27	10	-4	43
COc1cc2c(cc1OC)C(=O)N(C)CC2	-0.7	-1	-2	21	3	0	2	-1	-3
O=C(Nc1c2c(nn1-c1ccc(Cl)cc1)CS(=O)(=O)C2)c1ccccc1	0.8	4	-3	6	4	6	1	-6	10
C=CCn1c(SCC(=O)N2CCOCC2)nc2sc(C)c(C)c2c1=O	1.4	-2	0	27	-13	12	0	-3	13
Cc1nnc(SCC(=O)NC(=O)NCc2ccco2)n1Cc1ccccc1	0.7	-5	-3	4	0	7	10	-2	0
CCOC(=O)c1c(NC(=O)C(Sc2ccccc2)c2ccccc2)sc(C(N)=O)c1C (centres undefined)	-0.8	-16	5	1	3	23	18	-2	17
COCCOC(=O)c1c(C)oc2ccc(OC(=O)c3ccc4c(c3)OCO4)cc12	8.1	-2	76*	6	-18	12	32	-4	-15
CCOc1ccc(NC(=O)CN(C)C(=O)Cn2cnc3c2c(=O)n(C)c(=O)n3C)cc1OCC	-0.7	-2	-1	18	7	-7	-28	2	9
CCCc1nn2c(=O)c(C(c3ccc(C)cc3)c3c(O)nc4sc(CCC)nn4c3=O)c(O)nc2s1	-1.1	-11	1	6	5	8	-15	2	8
CCOC(=O)N1CCC(N2Cc3cccc(C(=O)Nc4cccc(F)c4)c3C2=O)CC1	-2.6	-2	0	-7	23	34	-5	-3	26
CCOC(=O)c1nnn2c3ccccc3c(=O)n(C)c12	1.9	3	2	22	7	-7	3	3	-4
CN(Cc1nc2ccccc2n1C)C(=O)c1cccs1	3.9	-3	1	5	-6	13	-9	-1	-6
CC(=O)c1ccc2noc(-c3ccc(F)cc3)c2c1	0.4	1	-2	19	-5	3	0	2	6

Of the compounds above, these have a Cl atom.
SMILES	CHOP UPR activ	NR3A LBD binder	UPR XBP1 act	NLRP3 yeast inh	TIM10 inh	tim10-1 inh	Mdm2 MdmX PPI	APJ agonist	tim23-1 inh
COc1cc2[nH]c(=S)nc(NCc3ccc(Cl)cc3)c2cc1OC	2.3	35*	1	19	-2	6	29	-4	-2
COc1ccccc1C(=O)NCCSCc1c(F)cccc1Cl	2.1	2	2	27	27	35	14	2	42
O=C(c1ccccc1)C1CCN(C(=O)c2ccc(Cl)cc2)CC1	0.7	-1	-1	16	-12	16	20	-3	19
[O-]C1=N/[N+](=C/c2ccc(Cl)c(Cl)c2)CC1	1.3	0	-3	7	3	3	16	-4	-12
Cn1c(C(=O)NCc2cccnc2)cc2sc(Cl)cc21	1.0	-1	3	12	-7	-11	1	-6	-27
Cc1nc(N)nc(Nc2ccc(Cl)cc2)c1Br	1.1	0	2	36	17	27	10	-4	43
O=C(Nc1c2c(nn1-c1ccc(Cl)cc1)CS(=O)(=O)C2)c1ccccc1	0.8	4	-3	6	4	6	1	-6	10

No enrichment for hits; about 8.2% have a hit in one of these screens.
